Bioassay records: PubChem, Broad Institute
Mtb BioA inh – blocks M. tuberculosis BioA enzyme activity; purified M. tuberculosis BioA enzyme, plate reader; AID 602481; inhibition, % at 9.99 µM; 360,000 compounds, 0.096% hits; in the data active = inhibition above about 40%
Starred values were filed as active, the others as inactive.

SMILES	Mtb BioA inh
C[C@H](CO)N1C[C@H](C)[C@H](CN(C)C(=O)NC2CCCC2)Oc2ncc(-c3cccnc3)cc2C1=O	-0.5
Cc1ccc(S(=O)(=O)Nc2ccc3c(c2)C(=O)N([C@H](C)CO)C[C@H](C)[C@H](CN(C)C(=O)NC2CCCCC2)OCCCC[C@@H](C)O3)cc1	-1.3
C[C@@H]1CN([C@@H](C)CO)C(=O)Cc2cc(NS(=O)(=O)c3ccc(Cl)cc3)ccc2O[C@H]1CN(C)CC1CC1	1.6
O=C(N[C@H]1CC[C@@H](CC(=O)N2CCOCC2)O[C@H]1CO)c1ccc2c(c1)OCO2	-0.5
CC(C)NC(=O)Nc1ccc2c(c1)CC(=O)N([C@H](C)CO)C[C@@H](C)[C@H](CN(C)Cc1ccc(Oc3ccccc3)cc1)O2	0.3
COC(=O)[C@]1(Cc2ccccc2)N=C(c2ccc(OCCCO)cc2)O[C@@H]1c1ccccc1N=[N+]=[N-]	-0.4
C[C@H](CO)N1C[C@H](C)[C@@H](CN(C)C(=O)Nc2ccc(F)cc2)Oc2ccc(NS(=O)(=O)c3cccs3)cc2CC1=O	-1.9
CC(C)NC(=O)Nc1cccc2c1O[C@H](CN(C)Cc1ccccc1)[C@H](C)CN([C@H](C)CO)C2=O	-1.5
CCNC(=O)Nc1ccc2c(c1)C(=O)N(C)[C@@H]1CC[C@@H](CC(=O)NCc3ccc(F)cc3)O[C@@H]1CO2	10
CCC(=O)N(C)C[C@@H]1Oc2cc(C#CC3(O)CCCC3)ccc2S(=O)(=O)N([C@H](C)CO)C[C@@H]1C	1.1
COc1cccc(NC(=O)C[C@H]2CC[C@@H]3[C@H](COc4ccc(NC(C)=O)cc4C(=O)N3C)O2)c1	-1.8
CC(=O)N1[C@H](CO)[C@H](c2ccccc2)[C@H]1CN(C)S(=O)(=O)c1ccccc1	1.1
O=C(C[C@@H]1CC[C@@H](NC(=O)NC2CCCC2)[C@H](CO)O1)NCc1ccc(F)cc1	1.7
CC(C)NC(=O)N(C)C[C@H]1Oc2ccc(NS(C)(=O)=O)cc2CC(=O)N([C@H](C)CO)C[C@@H]1C	-1.1
COc1ccccc1NC(=O)N[C@@H]1CC[C@H](CCNS(=O)(=O)c2ccccc2)O[C@@H]1CO	2.8
C[C@@H]1CCCCO[C@@H](CN(C)C(=O)C2CCCCC2)[C@H](C)CN([C@@H](C)CO)C(=O)c2cc(NC(=O)Cc3ccccc3)ccc2O1	1.7
O=C(C[C@H]1C[C@@H]2c3cc(NS(=O)(=O)c4ccc(F)cc4)ccc3O[C@@H]2[C@@H](CO)O1)NCc1ccncc1	0.4
COc1ccc(NC(=O)N[C@H]2C=C[C@H](CC(=O)NC3CCCCC3)O[C@H]2CO)cc1	-4.5
CC(C)NC(=O)Nc1ccc2c(c1)C(=O)N([C@H](C)CO)C[C@@H](C)[C@H](CN(C)Cc1ccc(Cl)c(Cl)c1)O2	1.8
COc1cc(CO)cc(I)c1O[C@H]1C=C(C(=O)NCCO)C[C@@H](NC[C@@H]2CCCO2)[C@@H]1O	1.0
Cc1ccc(-c2ccc3c(c2)O[C@@H](CN(C)Cc2ccc(C(=O)O)cc2)[C@@H](C)CN([C@H](C)CO)S3(=O)=O)cc1	6.8
C[C@H]1CN([C@@H](C)CO)C(=O)c2cc(C#CCN(C)C)cnc2O[C@@H]1CN(C)Cc1ccccc1F	2.3
C[C@@H]1CCCCO[C@@H](CN(C)S(=O)(=O)c2ccc(F)cc2)[C@@H](C)CN([C@@H](C)CO)C(=O)c2cc(NS(=O)(=O)c3ccc(Cl)cc3)ccc2O1	1.5
C[C@@H]1CCCCO[C@H](CN(C)Cc2ccncc2)[C@@H](C)CN([C@H](C)CO)C(=O)c2cc(NS(=O)(=O)c3cccs3)ccc2O1	8.1
CN1c2ccc(Br)cc2[C@H]2[C@H](CCN2S(=O)(=O)c2ccc(F)cc2)[C@H]1CO	30
SMILES	Mtb BioA inh
C[C@@H]1CN([C@H](C)CO)C(=O)c2cc(-c3ccc(F)cc3)cnc2O[C@H]1CN(C)CC1CCCCC1	0.7
C[C@@H]1CCCCO[C@@H](CN(C)S(C)(=O)=O)[C@@H](C)CN([C@H](C)CO)C(=O)c2cc(NC(=O)Nc3ccc(C(F)(F)F)cc3)ccc2O1	1.1
C[C@@H]1CN([C@@H](C)CO)C(=O)c2cc(NS(C)(=O)=O)ccc2O[C@@H]1CN(C)C(=O)Nc1ccc2c(c1)OCO2	-0.8
C[C@H]1CCCCO[C@H](CN(C)C(=O)NC2CCCCC2)[C@@H](C)CN([C@@H](C)CO)C(=O)c2cc(NS(=O)(=O)c3ccc(Cl)cc3)ccc2O1	-2.6
COc1ccccc1CN1[C@H](CO)[C@H]2c3ccccc3N(C(=O)c3ccncc3)C[C@H]21	-3.3
C[C@@H]1CN([C@H](C)CO)C(=O)c2cc(C#Cc3ccc(F)cc3)cnc2O[C@H]1CN(C)CC1CCOCC1	-1.6
COc1ccccc1CNC(=O)C[C@H]1CC[C@H]2[C@@H](COC[C@@H](O)CN2Cc2cccc(-c3ccncc3)c2)O1	-3.4
COc1ccc(S(=O)(=O)Nc2ccc3c(c2)C(=O)N([C@@H](C)CO)C[C@@H](C)[C@@H](CN(C)C(=O)Nc2ccc4c(c2)OCO4)OCCCC[C@@H](C)O3)cc1	-0.9
CCCNC(=O)[C@@H]1[C@@H](CO)[C@@H]2Cn3c(cccc3=O)[C@@H]2N1C(=O)CC1CC1	-2.4
C[C@@H]1CN([C@@H](C)CO)C(=O)c2cc(N(C)C)ccc2O[C@@H]1CN(C)C(=O)Nc1cccc2ccccc12	-0.6
CO[C@H]1CN(C)C(=O)c2cc(NC(=O)Nc3c(C)noc3C)ccc2OC[C@@H](C)N(C)C[C@@H]1C	-3.4
CCCNC(=O)[C@H]1[C@H](CO)[C@H]2Cn3c(ccc(-c4ccccc4)c3=O)[C@H]2N1CC	2.8
Cc1ccc(S(=O)(=O)N(C)C[C@@H]2Oc3cc(-c4cccc(F)c4)ccc3S(=O)(=O)N([C@H](C)CO)C[C@H]2C)cc1	-1.8
O=C(N[C@@H]1CC[C@@H](CCNS(=O)(=O)c2ccc(F)cc2)O[C@@H]1CO)C1CC1	1.5
C[C@H](NC(=O)C[C@@H]1C=C[C@@H](NC(=O)C2CCOCC2)[C@H](CO)O1)c1ccccc1	0.7
COc1ccc(S(=O)(=O)N(C)C[C@H]2Oc3c(NC(=O)c4ccncc4)cccc3C(=O)N([C@@H](C)CO)C[C@@H]2C)cc1	-1.5
C[C@H](CO)N1C[C@H](C)[C@@H](CN(C)S(C)(=O)=O)Oc2ncc(C#Cc3cccnc3)cc2C1=O	23
CO[C@@H]1CN(C)C(=O)c2cc(NS(=O)(=O)Cc3ccccc3)ccc2OC[C@H](C)NC[C@H]1C	-3.2
CCCC#Cc1ccc([C@H]2[C@@H](CO)N3CCCCN(S(=O)(=O)CC)C[C@H]23)cc1	-0.2
O=C(N[C@H]1CC[C@@H](CCNC(=O)C2CCCCC2)O[C@H]1CO)c1ccccn1	0.0
C[C@@H]1CN([C@@H](C)CO)S(=O)(=O)c2ccc(-c3ccncc3)cc2O[C@@H]1CN(C)C(=O)c1ccc2c(c1)OCO2	1.6
C[C@@H]1CCCCO[C@@H](CN(C)S(=O)(=O)c2ccc(Cl)cc2)[C@H](C)CN([C@@H](C)CO)C(=O)c2cc(NC(=O)C3CCCCC3)ccc2O1	1.0
C[C@@H]1CN([C@H](C)CO)C(=O)c2cccc(NC(=O)Nc3ccc(C(F)(F)F)cc3)c2O[C@H]1CN(C)C(=O)Nc1ccc(C(F)(F)F)cc1	-0.1
C[C@@H]1CN([C@H](C)CO)C(=O)c2cc(NC(=O)Nc3cccc4ccccc34)ccc2O[C@H]1CN(C)Cc1ccccc1	-0.5
CC(C)NC(=O)N(C)C[C@@H]1OCCCC[C@H](C)Oc2ccc(NC(=O)CCC(F)(F)F)cc2C(=O)N([C@H](C)CO)C[C@@H]1C	-0.4

For reference, 6 of the compounds above:
SMILES	Mtb BioA inh
C[C@@H]1CN([C@H](C)CO)C(=O)c2cc(-c3ccc(F)cc3)cnc2O[C@H]1CN(C)CC1CCCCC1	0.7
C[C@@H]1CCCCO[C@@H](CN(C)S(C)(=O)=O)[C@@H](C)CN([C@H](C)CO)C(=O)c2cc(NC(=O)Nc3ccc(C(F)(F)F)cc3)ccc2O1	1.1
C[C@@H]1CN([C@@H](C)CO)C(=O)c2cc(NS(C)(=O)=O)ccc2O[C@@H]1CN(C)C(=O)Nc1ccc2c(c1)OCO2	-0.8
C[C@H]1CCCCO[C@H](CN(C)C(=O)NC2CCCCC2)[C@@H](C)CN([C@@H](C)CO)C(=O)c2cc(NS(=O)(=O)c3ccc(Cl)cc3)ccc2O1	-2.6
COc1ccccc1CN1[C@H](CO)[C@H]2c3ccccc3N(C(=O)c3ccncc3)C[C@H]21	-3.3
C[C@@H]1CN([C@H](C)CO)C(=O)c2cc(C#Cc3ccc(F)cc3)cnc2O[C@H]1CN(C)CC1CCOCC1	-1.6

Carrying on:
SMILES	Mtb BioA inh
CN(C)CC(=O)N[C@@H]1CC[C@H](CCn2cc(C3CCCCC3)nn2)O[C@H]1CO	-2.2
Cc1noc(C)c1S(=O)(=O)Nc1ccc2c(c1)C(=O)N([C@@H](C)CO)C[C@H](C)[C@H](CN(C)S(=O)(=O)c1ccc(Cl)cc1)OCCCC[C@H](C)O2	2.0
CC(C)C#Cc1ccc2c(c1)O[C@H](CN(C)C(=O)c1ccccc1)[C@@H](C)CN([C@H](C)CO)S2(=O)=O	-0.8
CCC(=O)Nc1ccc2c(c1)C(=O)N(C)C[C@@H](OC)[C@H](C)CN(Cc1cccnc1)[C@@H](C)CO2	-2.0
CO[C@H]1CN(C)C(=O)c2ccc(NC(=O)Nc3cccc(Cl)c3)cc2OC[C@@H](C)NC[C@H]1C	2.5
CC(C)NC(=O)Nc1cccc2c1O[C@H](CN(C)S(=O)(=O)c1cn(C)cn1)[C@@H](C)CN([C@@H](C)CO)C2=O	-2.2
COc1ccc(NC(=O)N(C)C[C@H]2Oc3ccc(NC(=O)CCCCCC(=O)Nc4ccccc4N)cc3CC(=O)N([C@@H](C)CO)C[C@H]2C)cc1	-2.1
CC(C)C(=O)Nc1ccc2c(c1)C(=O)N(C)[C@@H]1CC[C@H](CC(=O)NCc3cccc(F)c3)O[C@@H]1CO2	-0.6
C[C@H]1CN([C@@H](C)CO)C(=O)Cc2cc(NC(=O)Cc3ccccc3)ccc2O[C@@H]1CN(C)S(C)(=O)=O	0.4
C[C@H](CO)N1C[C@H](C)[C@@H](CN(C)C(=O)Nc2ccc(F)cc2)Oc2ccc(NC(=O)Nc3cccc4ccccc34)cc2CC1=O	-3.5
C[C@H](CO)N1C[C@H](C)[C@@H](CN(C)S(=O)(=O)c2cccs2)Oc2ccc(NC(=O)Cn3cnnn3)cc2CC1=O	2.7
CCC(=O)N1[C@H](CN(CC)C(=O)NC2CCCC2)[C@@H](c2ccccc2)[C@@H]1CO	-3.0
C[C@@H]1CN([C@@H](C)CO)C(=O)c2c(c3ccccc3n2C)-c2ccccc2CO[C@H]1CN(C)C(=O)Nc1ccccc1	-0.4
CCCC(=O)Nc1ccc2c(c1)OC[C@@H](C)N(Cc1ccc(F)cc1)C[C@H](C)[C@@H](OC)CN(C)C2=O	-1.1
C[C@H](CO)N1C[C@H](C)[C@H](CN(C)S(=O)(=O)c2cccs2)Oc2ncc(C#CC(C)(C)O)cc2C1=O	5.0
C[C@H]1CN([C@@H](C)CO)S(=O)(=O)c2ccc(-c3cccc(C#N)c3)cc2O[C@@H]1CN(C)C(=O)c1ccncc1	2.6
O=C(C[C@H]1C=C[C@@H](NC(=O)Cc2ccccn2)[C@H](CO)O1)NCCc1ccncc1	-1.2
C[C@H](CO)N1C[C@H](C)[C@H](CN(C)C(=O)Nc2cccc3ccccc23)Oc2ccc(NS(=O)(=O)c3cn(C)cn3)cc2CC1=O	0.2
CCCC(=O)Nc1ccc2c(c1)C(=O)N(C)[C@@H]1CC[C@@H](CC(=O)NCCc3ccccc3)O[C@@H]1CO2	-1.5
O=C(Nc1ccc(F)cc1)N1CCCCN2[C@H](C1)[C@H](c1ccc(C#CC3CC3)cc1)[C@@H]2CO	1.2
C[C@H]1CN([C@@H](C)CO)C(=O)c2cccc(NC(=O)c3ccncc3)c2O[C@H]1CN(C)Cc1ccc(C(=O)O)cc1	4.5
CO[C@@H]1CN(C)C(=O)c2cc(NC(C)=O)ccc2OC[C@H](C)N(C(=O)c2cnccn2)C[C@H]1C	-2.1
COc1ccc(C#Cc2cnc3c(c2)C(=O)N([C@H](C)CO)C[C@H](C)[C@H](CN(C)C(=O)CN(C)C)O3)cc1	0.5
Cc1ccccc1S(=O)(=O)NCC[C@@H]1CC[C@@H](NC(=O)C2CCOCC2)[C@H](CO)O1	-1.7
O=C(CN1CCOCC1)N[C@H]1CC[C@@H](CCNC(=O)C2CCCCC2)O[C@@H]1CO	-2.0
O=C(N[C@H]1C=C[C@@H](CC(=O)N2CCC(Cc3ccccc3)CC2)O[C@H]1CO)c1cnccn1	-1.4
COc1ccc(S(=O)(=O)N[C@@H]2C=C[C@@H](CC(=O)NCCc3ccncc3)O[C@H]2CO)cc1	-2.2
CNC[C@H]1Oc2c(NC(=O)Nc3ccc4c(c3)OCO4)cccc2C(=O)N([C@@H](C)CO)C[C@H]1C	0.6
C[C@@H]1CN([C@H](C)CO)C(=O)c2cccc(NS(=O)(=O)c3cn(C)cn3)c2O[C@H]1CN(C)C(=O)Nc1cccc2ccccc12	-1.8
CO[C@@H]1CC[C@@H]2CCOc3c(C#N)cccc3C(=O)N(C)CC3(CCCCC3)CC(=O)N(C)C[C@H]1O2	1.0

Part of the list above in order of count of non-hydrogen atoms, rising.
SMILES	Mtb BioA inh
CO[C@@H]1CN(C)C(=O)c2cc(NC(C)=O)ccc2OC[C@H](C)N(C(=O)c2cnccn2)C[C@H]1C	-2.1
C[C@H](CO)N1C[C@H](C)[C@@H](CN(C)S(=O)(=O)c2cccs2)Oc2ccc(NC(=O)Cn3cnnn3)cc2CC1=O	2.7
C[C@H]1CN([C@@H](C)CO)C(=O)c2cccc(NC(=O)c3ccncc3)c2O[C@H]1CN(C)Cc1ccc(C(=O)O)cc1	4.5

These rows are one share of the data. The share of hits here may be higher or lower than overall.
